Bioassay records (PubChem BioAssay)
NFkB SMM – binds human NF-kappa-B p105 on microarray; calls only; Small molecule microarray, anti-His fluorescence binding; actives 1.3% (n = 17,000); P19838; AID 624139;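 active = spot fluorescence over background significantly raised, with a chance value under 7% in all four replicate spots of the compound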;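 note: probe protein is his-tagged human p50 processed subunit at 1 µg/ml; raw spot fluorescence signals with no normalization applied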
Target sequence (P19838 1-433 limits assumed): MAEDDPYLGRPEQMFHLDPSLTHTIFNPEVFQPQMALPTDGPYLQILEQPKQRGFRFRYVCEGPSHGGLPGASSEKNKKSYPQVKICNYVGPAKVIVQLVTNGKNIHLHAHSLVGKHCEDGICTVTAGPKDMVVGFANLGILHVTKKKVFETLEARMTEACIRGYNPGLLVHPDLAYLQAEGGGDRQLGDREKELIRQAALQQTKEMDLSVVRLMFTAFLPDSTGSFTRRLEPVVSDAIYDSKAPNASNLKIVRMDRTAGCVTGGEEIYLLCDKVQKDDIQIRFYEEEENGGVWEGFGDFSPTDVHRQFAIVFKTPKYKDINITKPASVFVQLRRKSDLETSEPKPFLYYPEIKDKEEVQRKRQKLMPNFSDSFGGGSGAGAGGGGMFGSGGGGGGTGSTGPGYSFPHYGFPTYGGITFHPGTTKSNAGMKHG
Calls only; i = inactive; + = active, no number. A portion of the library, so the mix of outcomes need not match the whole.

The opening 7 entries (preview)
SMILES	NFkB SMM
CC(C)NC(=O)Nc1cccc2c1O[C@@H](CN(C)Cc1ccc(C(F)(F)F)cc1)[C@H](C)CN([C@@H](C)CO)C2=O	+
C[C@H](CO)N1C[C@H](C)[C@H](CN(C)S(=O)(=O)c2ccccc2)Oc2ccc(N(C)C)cc2C1=O	i
Cc1ccc(S(=O)(=O)N(C)C[C@@H]2OCCCC[C@H](C)Oc3ccc(NC(=O)NC4CCCCC4)cc3C(=O)N([C@@H](C)CO)C[C@@H]2C)cc1	i
Cc1noc(C)c1NC(=O)Nc1cccc2c1O[C@H](CN(C)Cc1ccc(C(=O)O)cc1)[C@@H](C)CN([C@@H](C)CO)C2=O	i
COc1cccc2c1C(=O)c1c(O)c3c(c(O)c1C2=O)C[C@@](O)(C(=O)CO)C[C@@H]3OC1CC(N)C(O)C(C)O1 (stereo partly drawn)	i
C=C(C(=O)O)C(CCCCC(C)O)C(=O)O (stereo not drawn)	i
COc1ccc(CN(C)C[C@@H]2Oc3ccc(NC(=O)Nc4ccc(OC)cc4)cc3C(=O)N([C@H](C)CO)C[C@@H]2C)cc1	i

Results, previewed entries included:
SMILES	NFkB SMM
CC(C)NC(=O)Nc1cccc2c1O[C@@H](CN(C)Cc1ccc(C(F)(F)F)cc1)[C@H](C)CN([C@@H](C)CO)C2=O	+
C[C@H](CO)N1C[C@H](C)[C@H](CN(C)S(=O)(=O)c2ccccc2)Oc2ccc(N(C)C)cc2C1=O	i
Cc1ccc(S(=O)(=O)N(C)C[C@@H]2OCCCC[C@H](C)Oc3ccc(NC(=O)NC4CCCCC4)cc3C(=O)N([C@@H](C)CO)C[C@@H]2C)cc1	i
Cc1noc(C)c1NC(=O)Nc1cccc2c1O[C@H](CN(C)Cc1ccc(C(=O)O)cc1)[C@@H](C)CN([C@@H](C)CO)C2=O	i
COc1cccc2c1C(=O)c1c(O)c3c(c(O)c1C2=O)C[C@@](O)(C(=O)CO)C[C@@H]3OC1CC(N)C(O)C(C)O1 (stereo partly drawn)	i
C=C(C(=O)O)C(CCCCC(C)O)C(=O)O (stereo not drawn)	i
COc1ccc(CN(C)C[C@@H]2Oc3ccc(NC(=O)Nc4ccc(OC)cc4)cc3C(=O)N([C@H](C)CO)C[C@@H]2C)cc1	i
Cn1c(=O)c2c(nc(NCc3cccnc3)n2Cc2c(F)cccc2Cl)n(C)c1=O	i
C[C@H]1CN([C@@H](C)CO)C(=O)c2cccc(NS(=O)(=O)c3ccccc3)c2O[C@@H]1CN(C)C(=O)Nc1ccc2c(c1)OCO2	i
C[C@H]1CN([C@@H](C)CO)C(=O)c2cccc(NC(=O)C3CCOCC3)c2O[C@@H]1CN(C)Cc1ccc2c(c1)OCO2	i
COC(=O)[C@]1(CO)N=C(c2ccc(OCCCO)cc2)O[C@@H]1c1ccccc1N=[N+]=[N-]	i
CNC(=O)C(=O)NCCc1c[nH]c2ccccc12	i
CC(Oc1ccc(Br)cc1)C(=O)NCc1ccccn1 (stereo not drawn)	i
Cc1noc(C)c1S(=O)(=O)Nc1ccc2c(c1)C(=O)N([C@@H](C)CO)C[C@@H](C)[C@@H](CN(C)C(=O)Nc1ccccc1)OCCCC[C@@H](C)O2	i
CC(=O)c1cccc(NS(=O)(=O)c2cccc(S(=O)(=O)c3ccccc3)c2)c1	i
Cc1ccc(S(=O)(=O)Nc2cccc3c2O[C@@H](CN(C)Cc2ccc(C(F)(F)F)cc2)[C@@H](C)CN([C@@H](C)CO)C3=O)cc1	i
CCOC(=O)c1sc(NC(=O)c2cc(-c3ccccn3)nc3ccccc23)c(C(=O)OCC)c1C	i
C[C@@H]1O[C@@H](O[C@H]2[C@@H]3C=CO[C@@H](O[C@@H]4O[C@H](CO)[C@@H](O)[C@H](O)[C@H]4O)[C@@H]3[C@@]3(CO)O[C@@H]23)[C@H](O)[C@H](O)[C@H]1OC(=O)/C=C/c1ccccc1	i
COCCNC(=O)COc1ccc(OCCNC[C@@H](O)COc2ccccc2)cc1	i
O=C(COc1ccc(C(=O)Nc2cccc(C(F)(F)F)c2)cc1)Nc1ccccc1	i

The closing two records of the section above come first, to join the parts.
SMILES	NFkB SMM
COCCNC(=O)COc1ccc(OCCNC[C@@H](O)COc2ccccc2)cc1	i
O=C(COc1ccc(C(=O)Nc2cccc(C(F)(F)F)c2)cc1)Nc1ccccc1	i
CCc1ccc(Nc2nc3ccccc3nc2NS(=O)(=O)c2ccc(NC(C)=O)cc2)cc1	i
COc1ccc(S(=O)(=O)Nc2ccc3c(c2)CC(=O)N([C@H](C)CO)C[C@@H](C)[C@@H](CN(C)Cc2ccc(C(=O)O)cc2)O3)cc1	i
COC(=O)c1c(NC(=O)CN(c2cc(C)ccc2C)S(C)(=O)=O)sc2c1CCCC2	i
CC(C)NC(=O)N(C)C[C@H]1Oc2ccc(NC(=O)C3CC3)cc2CC(=O)N([C@@H](C)CO)C[C@@H]1C	i
O=C1O[C@@H](c2ccccc2)[C@@H](c2ccccc2)N2[C@@H](c3ccc(OCCO)cc3)[C@]3(C(=O)Nc4ccc(C#CCCO)cc43)[C@@H](C(=O)NC[C@H](O)c3ccccc3)[C@H]12	i
COc1ccc(S(=O)(=O)N(C)C[C@@H]2Oc3ccc(NC(=O)Nc4ccc5c(c4)OCO5)cc3C(=O)N([C@H](C)CO)C[C@@H]2C)cc1	i
C[C@@H]1CCCCO[C@H](CN(C)Cc2ccncc2)[C@@H](C)CN([C@@H](C)CO)C(=O)c2cc(NC(=O)Nc3ccccc3)ccc2O1	i
Cc1noc(C)c1S(=O)(=O)N(C)C[C@H]1Oc2ccc(NC(=O)C3CCCCC3)cc2CC(=O)N([C@@H](C)CO)C[C@@H]1C	i
C[C@@H]1CN([C@H](C)CO)C(=O)c2cccc(NS(=O)(=O)c3ccc(Cl)cc3)c2O[C@@H]1CN(C)C(=O)Nc1ccc(F)cc1	i
Cc1noc(C)c1S(=O)(=O)Nc1ccc2c(c1)C(=O)N([C@H](C)CO)C[C@@H](C)[C@H](CN(C)C)OCCCC[C@@H](C)O2	i
O=C(Nc1ccccc1C(=O)NCC1CCCO1)c1ccco1 (stereo not drawn)	i
Cc1noc(C)c1NC(=O)Nc1ccc2c(c1)C(=O)N([C@H](C)CO)C[C@@H](C)[C@H](CN(C)C)O2	i
Cc1cc(C(=O)O)ccc1NC(=O)CCCC(=O)O	i
C[C@H]1CN([C@@H](C)CO)C(=O)Cc2cc(NS(C)(=O)=O)ccc2O[C@@H]1CN(C)Cc1ccc(Cl)c(Cl)c1	i
NC(=O)[C@H]1[C@@H]2C(=O)O[C@@H](c3ccccc3)[C@@H](c3ccccc3)N2[C@@H](c2ccc(OCCO)cc2)[C@]12C(=O)Nc1ccc(C#CC3=CCCCC3)cc12	i
C[C@H]1CN([C@@H](C)CO)C(=O)Cc2cc(NS(=O)(=O)c3cccs3)ccc2O[C@@H]1CN(C)Cc1ccc(-c2ccccc2)cc1	i
C[C@H]1CN([C@@H](C)CO)C(=O)c2cccc(NC(=O)NC3CCCCC3)c2O[C@H]1CN(C)Cc1ccccc1	i
O=C(CCO[C@@H]1O[C@H](CO)[C@@H](O)[C@H](O)[C@H]1O)c1ccc(O)cc1	i
CCCc1cc2c(-c3ccccc3)cc(=O)oc2cc1OCc1ccc(C(=O)O)o1	i
Cc1cc(I)cnc1NC(=S)NC(=O)c1ccco1	i
C[C@@H]1CN([C@@H](C)CO)C(=O)c2cc(NC(=O)CCCN(C)C)ccc2O[C@H]1CN(C)C(=O)Nc1cccc2ccccc12	i
COc1ccc2[nH]cc(CCNC(=O)Nc3ccccc3)c2c1	i
C[C@H](CO)N1C[C@H](C)[C@@H](CN(C)S(=O)(=O)c2ccccc2)Oc2ccc(NC(=O)Cn3cnnn3)cc2CC1=O	i
C=CCNC(=O)[C@H]1[C@@H]2C(=O)O[C@@H](c3ccccc3)[C@@H](c3ccccc3)N2[C@@H](c2ccc(OCCO)cc2)[C@]12C(=O)Nc1ccc(C#CC3(O)CCCCCC3)cc12	i
C[C@H]1CN([C@@H](C)CO)C(=O)Cc2cc(NC(=O)Cc3ccccc3)ccc2O[C@H]1CN(C)C(=O)Nc1ccc2c(c1)OCO2	i
C[C@@H]1CCCCO[C@@H](CN(C)C)[C@@H](C)CN([C@H](C)CO)C(=O)c2cc(NS(C)(=O)=O)ccc2O1	i
CCn1ccnc1CC1COc2ccccc2O1 (stereo not drawn)	i
Cc1ccc2nsnc2c1S(=O)(=O)NCc1ccncc1	i
CCOC(=O)CN1C(=O)C(O)(c2c[nH]c3ccccc23)c2ccccc21 (stereo not drawn)	i
Cn1cnnc1SCc1nc2ccc([N+](=O)[O-])cc2[nH]1	i
CCCN(C)C[C@H]1OCCCC[C@H](C)Oc2ccc(NS(=O)(=O)c3ccc(OC)cc3)cc2C(=O)N([C@H](C)CO)C[C@H]1C	i
CCOC(=O)c1cc(CC)sc1N1C(=O)CC(Sc2ncccc2C(=O)O)C1=O (stereo not drawn)	i
C[C@@H]1CN([C@H](C)CO)C(=O)c2cccc(NC(=O)c3ccncc3)c2O[C@H]1CN(C)Cc1ccc(Oc2ccccc2)cc1	i
CC(Cc1ccccc1)(NC(=O)CN)c1ccccc1 (stereo not drawn)	i
Cc1noc(C)c1S(=O)(=O)Nc1ccc2c(c1)CC(=O)N([C@H](C)CO)C[C@H](C)[C@H](CN(C)S(C)(=O)=O)O2	i
C[C@H](CO)N1C[C@H](C)[C@@H](CN(C)Cc2ccncc2)Oc2c(NC(=O)c3nc4ccccc4s3)cccc2C1=O	i
C[C@@H]1CCCCO[C@@H](CN(C)Cc2ccccc2)[C@@H](C)CN([C@H](C)CO)C(=O)c2cc(NC(=O)c3ccccc3)ccc2O1	i
C[C@H](CO)N1C[C@H](C)[C@@H](CN(C)CC2CCCCC2)Oc2ccc(N(C)C)cc2CC1=O	i
C[C@@H]1CN([C@@H](C)CO)C(=O)c2cc(NC(=O)CCC(F)(F)F)ccc2O[C@@H](C)CCCCO[C@@H]1CN(C)Cc1ccc2c(c1)OCO2	i
C[C@@H]1CC[C@]2(C(=O)O)CC[C@]3(C)C(=CCC4[C@@]5(C)CC[C@H](O)[C@](C)(C(=O)O)C5CC[C@]43C)C2[C@]1(C)O (stereo partly drawn)	i
CNC[C@@H]1Oc2ccc(NC(=O)NC3CCCCC3)cc2C(=O)N([C@H](C)CO)C[C@@H]1C	i
Cc1noc(C)c1S(=O)(=O)Nc1ccc2c(c1)C(=O)N([C@@H](C)CO)C[C@@H](C)[C@H](CN(C)C)O2	i
CNc1cc2ncnc(Nc3cccc(Br)c3)c2cc1N	i
C[C@H]1CN([C@@H](C)CO)C(=O)Cc2cc(NS(=O)(=O)c3cccs3)ccc2O[C@H]1CN(C)S(=O)(=O)c1ccc(Cl)cc1	i
CC1OC(OC2C(O)C(C)OC(OCC3OC(OC4C(C)OC(Oc5cc(O)c6c(=O)c(O)c(-c7ccc(O)c(O)c7)oc6c5)C(O)C4O)C(O)C(O)C3OC(=O)/C=C/c3ccc(O)cc3)C2O)C(O)C(O)C1O (stereo not drawn)	i
CC1(C)CC[C@]2(C(=O)OC3OC(CO)C(OC4OC(CO)C(O)C(O)C4O)C(O)C3O)CC[C@]3(C)C(=CCC4[C@@]5(C)CC[C@H](OC6OC(C(=O)O)C(O)C(O)C6O)C(CO)(CO)C5CC[C@]43C)[C@@H]2C1 (stereo partly drawn)	i
Cc1noc(C)c1S(=O)(=O)Nc1cccc2c1O[C@H](CN(C)C(=O)Nc1ccc(C(F)(F)F)cc1)[C@H](C)CN([C@H](C)CO)C2=O	i
C[C@@H]1CCCCO[C@H](CN(C)C(=O)CCC(F)(F)F)[C@@H](C)CN([C@H](C)CO)C(=O)c2cc(NC(=O)c3ccncc3)ccc2O1	i
C[C@@H]1CCCCO[C@@H](CN(C)C)[C@@H](C)CN([C@@H](C)CO)C(=O)c2cc(NC(=O)Nc3cccc4ccccc34)ccc2O1	i
C[C@@H]1CCCCO[C@H](CN(C)S(=O)(=O)c2ccccc2)[C@@H](C)CN([C@H](C)CO)C(=O)c2cc(NC(=O)CCCN(C)C)ccc2O1	i
(list continues)
SMILES	NFkB SMM
C[C@@H]1CN([C@@H](C)CO)C(=O)c2cc(NC(=O)NC3CCCCC3)ccc2O[C@@H]1CN(C)C(=O)NC1CCCCC1	i
C[C@H](CO)N1C[C@H](C)[C@H](CN(C)Cc2ccc(Cl)c(Cl)c2)Oc2c(NC(=O)c3nc4ccccc4s3)cccc2C1=O	i
C[C@@H]1CN([C@H](C)CO)C(=O)c2cc(NC(=O)CCN3CCOCC3)ccc2O[C@H]1CN(C)Cc1ccc(C(F)(F)F)cc1	i
CCn1cc(C(C)NC(=S)Nc2cccc([N+](=O)[O-])c2)c(C)n1 (stereo not drawn)	i
C[C@H](CO)N1C[C@H](C)[C@@H](CN(C)C)OCCCC[C@H](C)Oc2ccc(NC(=O)Nc3ccc(F)cc3)cc2C1=O	i
C[C@H]1CN([C@@H](C)CO)C(=O)c2cc(NC(=O)Nc3ccccc3)ccc2O[C@@H]1CN(C)C(=O)Nc1ccc(C(F)(F)F)cc1	i
COc1ccc([Si](C)(C)[C@@H]2[C@@H](CCO)O[C@]3(C(=O)N(Cc4ccc(NC(=O)[C@H](C)O)cc4)c4ccccc43)[C@H]2C)cc1	i
C[C@@H]1CN([C@H](C)CO)C(=O)c2cc(NC(=O)Nc3ccccc3)ccc2O[C@H]1CN(C)C(=O)Nc1ccccc1	i
COc1ccc(CN(C)C[C@@H]2Oc3c(NC(=O)Nc4ccc(OC)cc4)cccc3C(=O)N([C@@H](C)CO)C[C@H]2C)cc1	i
C[C@H]1CN([C@@H](C)CO)C(=O)CCCn2cc(nn2)CO[C@@H]1CN(C)Cc1ccc2c(c1)OCCN2C	i
COC(=O)c1c(NC(=O)c2ccc(Cn3cc(Cl)cn3)cc2)sc2c1CCC2	i
CCCC(O)C#Cc1cnc2c(c1)C(=O)N([C@H](C)CO)C[C@H](C)[C@H](CN(C)S(=O)(=O)c1ccc(F)cc1)O2 (stereo partly drawn)	i
Cn1nnnc1SCC(=O)Nc1cccc(NC(=O)C23CC4CC(CC(C4)C2)C3)c1	i
